Compound activity as filed in PubChem.
KCNQ2 inh = KCNQ2 potassium channel inhibitors, primary screen, cell-based, CHO-K1, FluxOR thallium flux, B-score (AID 2156); 20 min; hits give low values; O88943; 310,000 compounds, 1.1% hits; B-score at 10 µM;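 active means fluorescence ratio B-score at most minus 3 library SDs, with starting brightness B-score within 2 library SDs, cut at about -5.5 in these data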
Target sequence (O88943 whole entry, looked up): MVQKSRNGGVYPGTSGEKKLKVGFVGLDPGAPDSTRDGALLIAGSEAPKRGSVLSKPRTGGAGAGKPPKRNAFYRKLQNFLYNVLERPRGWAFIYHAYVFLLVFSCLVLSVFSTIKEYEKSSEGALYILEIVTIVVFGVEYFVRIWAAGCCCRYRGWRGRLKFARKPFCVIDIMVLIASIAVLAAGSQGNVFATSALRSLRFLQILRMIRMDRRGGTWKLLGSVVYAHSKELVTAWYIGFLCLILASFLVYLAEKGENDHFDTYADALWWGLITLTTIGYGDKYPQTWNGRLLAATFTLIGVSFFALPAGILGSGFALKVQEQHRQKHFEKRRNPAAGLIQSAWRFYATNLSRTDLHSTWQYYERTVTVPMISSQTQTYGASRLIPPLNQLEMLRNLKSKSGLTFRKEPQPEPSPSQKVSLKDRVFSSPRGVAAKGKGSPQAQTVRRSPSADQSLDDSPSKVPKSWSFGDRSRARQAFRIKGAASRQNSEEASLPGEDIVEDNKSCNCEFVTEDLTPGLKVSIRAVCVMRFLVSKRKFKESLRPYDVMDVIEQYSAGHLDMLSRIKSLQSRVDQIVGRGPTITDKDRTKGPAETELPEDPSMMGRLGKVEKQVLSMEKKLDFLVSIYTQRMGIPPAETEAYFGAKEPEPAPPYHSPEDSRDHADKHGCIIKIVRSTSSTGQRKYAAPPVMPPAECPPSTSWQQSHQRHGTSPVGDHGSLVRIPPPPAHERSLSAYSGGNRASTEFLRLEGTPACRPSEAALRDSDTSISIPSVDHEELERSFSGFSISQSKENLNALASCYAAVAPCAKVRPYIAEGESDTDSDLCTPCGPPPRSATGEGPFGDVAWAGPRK
CHT block = inhibits the human high affinity choline transporter | Q9GZV3 | CHT-expressing cells, membrane potential dye, choline response; hits give low values | B-score at 10 µM | 310,000 compounds, 0.86% hits | AID 488975;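 active means B-score over 3 SD under the library average, and starting fluorescence ratio not unusually high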;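 further: choline stimulus applied at its EC90 after an EC20 pre-addition; B-score computed on integrated fluorescence ratio after choline addition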
Calls only; i = inactive; · = no result given.

1) CC1CCc2c(N3CCC(O)CC3)c(F)cc3c(=O)c(C(=O)O)cn1c23 (centres undefined)
- KCNQ2 inh: ·
- CHT block: i

2) C[C@H]1c2cccc(O)c2C(O)=C2C(=O)C3(O)C(O)=C(C(N)=O)C(=O)[C@@H](N(C)C)[C@@H]3[C@@H](O)[C@@H]21 (some centres undefined)
- KCNQ2 inh: ·
- CHT block: i

3) O=C1CCc2cc(OCCCCc3nnnn3C3CCCCC3)ccc2N1
- KCNQ2 inh: i
- CHT block: i

4) CC(C)(C(=O)c1cccnc1)c1cccnc1
- KCNQ2 inh: i
- CHT block: i

5) Cc1oncc1C(=O)Nc1ccc(C(F)(F)F)cc1
- KCNQ2 inh: i
- CHT block: i

6) C[C@@H]1C[C@H]2[C@@H]3C[C@H](F)C4=CC(=O)C(Cl)=C[C@]4(C)[C@@]3(F)[C@@H](O)C[C@]2(C)[C@@]1(O)C(=O)CO
- KCNQ2 inh: i
- CHT block: i

7) COc1cc(C)nc(-n2nc(C)cc2OC)n1
- KCNQ2 inh: i
- CHT block: i

8) CCC(Cc1c(I)cc(I)c(N)c1I)C(=O)O (centres undefined)
- KCNQ2 inh: ·
- CHT block: i

9) CC(=O)O[C@@]12CO[C@@H]1C[C@H](O)[C@@]1(C)C(=O)[C@H](O)C3=C(C)[C@@H](OC(=O)[C@H](O)[C@@H](NC(=O)OC(C)(C)C)c4ccccc4)C[C@](O)([C@@H](OC(=O)c4ccccc4)[C@H]21)C3(C)C
- KCNQ2 inh: i
- CHT block: i

10) CC(=O)N(CC(O)CO)c1c(I)c(C(=O)NCC(O)CO)c(I)c(C(=O)NCC(O)CO)c1I (centres undefined)
- KCNQ2 inh: i
- CHT block: i

11) C/C=C(/C)C(=O)O[C@@H]1c2cc3c(c4c2[C@@]2(CO4)C(=O)C(OC)=C(OC)C=C2C[C@@H](C)[C@H]1C)OCO3
- KCNQ2 inh: i
- CHT block: i

12) CN1CCC(=C2c3ccccc3CC(=O)c3sccc32)CC1
- KCNQ2 inh: i
- CHT block: i

13) OCC(O)CN1CCN(c2ccccc2)CC1 (centres undefined)
- KCNQ2 inh: i
- CHT block: i

14) C#C[C@]1(O)CC[C@H]2[C@@H]3CCC4=CC(=O)CC[C@@H]4[C@H]3CC[C@@]21CC
- KCNQ2 inh: i
- CHT block: i

15) CN=C(N)NC(=O)Nc1c(C)cccc1C
- KCNQ2 inh: i
- CHT block: i

16) Nc1cc(=O)[nH]c(N)n1
- KCNQ2 inh: ·
- CHT block: i

17) CCN(CC)CCOC(=O)C(c1ccccc1)c1ccccc1
- KCNQ2 inh: i
- CHT block: i

18) COc1ccc(S(=O)(=O)Nc2nnc(CC(C)C)s2)cc1
- KCNQ2 inh: i
- CHT block: i

19) CC[C@]12CCCN3CCc4c(n(c5ccccc45)[C@@](O)(C(=O)OC)C1)[C@@H]32
- KCNQ2 inh: ·
- CHT block: i

20) CCOC(=O)Nc1ccc(NCc2ccc(F)cc2)nc1N
- KCNQ2 inh: ·
- CHT block: i

21) CN(CCOc1ccc(NS(C)(=O)=O)cc1)CCc1ccc(NS(C)(=O)=O)cc1
- KCNQ2 inh: i
- CHT block: i

22) CN1CCN(CCCN2c3ccccc3Sc3ccc(S(=O)(=O)N(C)C)cc32)CC1
- KCNQ2 inh: ·
- CHT block: i

23) C[C@H]1c2cccc(O)c2C(O)=C2C(=O)[C@]3(O)C(O)=C(C(N)=O)C(=O)[C@@H](N(C)C)[C@@H]3[C@@H](O)[C@@H]21
- KCNQ2 inh: i
- CHT block: i

24) CCN(CC)S(=O)(=O)c1ccc(C(=O)O)cc1
- KCNQ2 inh: i
- CHT block: i

25) O=C(NCCN1CCOCC1)c1ccc(Cl)cc1
- KCNQ2 inh: i
- CHT block: i

Part of the list above in order of count of non-hydrogen atoms, lowest first:
13) OCC(O)CN1CCN(c2ccccc2)CC1 (centres undefined)
- KCNQ2 inh: i
- CHT block: i

25) O=C(NCCN1CCOCC1)c1ccc(Cl)cc1
- KCNQ2 inh: i
- CHT block: i

3) O=C1CCc2cc(OCCCCc3nnnn3C3CCCCC3)ccc2N1
- KCNQ2 inh: i
- CHT block: i

6) C[C@@H]1C[C@H]2[C@@H]3C[C@H](F)C4=CC(=O)C(Cl)=C[C@]4(C)[C@@]3(F)[C@@H](O)C[C@]2(C)[C@@]1(O)C(=O)CO
- KCNQ2 inh: i
- CHT block: i

Reformatted with two lines to a compound: 4 of the compounds above
Sequence of screens: KCNQ2 inh | CHT block
(8) CCC(Cc1c(I)cc(I)c(N)c1I)C(=O)O (centres undefined)
    · | i
(2) C[C@H]1c2cccc(O)c2C(O)=C2C(=O)C3(O)C(O)=C(C(N)=O)C(=O)[C@@H](N(C)C)[C@@H]3[C@@H](O)[C@@H]21 (some centres undefined)
    · | i
(23) C[C@H]1c2cccc(O)c2C(O)=C2C(=O)[C@]3(O)C(O)=C(C(N)=O)C(=O)[C@@H](N(C)C)[C@@H]3[C@@H](O)[C@@H]21
    i | i
(17) CCN(CC)CCOC(=O)C(c1ccccc1)c1ccccc1
    i | i

Back to the main list, repeating the 3 entries before the break.
23) C[C@H]1c2cccc(O)c2C(O)=C2C(=O)[C@]3(O)C(O)=C(C(N)=O)C(=O)[C@@H](N(C)C)[C@@H]3[C@@H](O)[C@@H]21
- KCNQ2 inh: i
- CHT block: i

24) CCN(CC)S(=O)(=O)c1ccc(C(=O)O)cc1
- KCNQ2 inh: i
- CHT block: i

25) O=C(NCCN1CCOCC1)c1ccc(Cl)cc1
- KCNQ2 inh: i
- CHT block: i

26) COc1cc(NC(=O)c2cc(C3CC3)on2)c(OC)cc1Cl
- KCNQ2 inh: i
- CHT block: i

27) COc1cc(C(=O)NCCCCCC(=O)O)cc(OC)c1OC
- KCNQ2 inh: i
- CHT block: i

28) COc1cc2c(c(OC)c1OC)-c1c(cc(OC)c(OC)c1OC)C[C@H](C)[C@H](C)C2
- KCNQ2 inh: i
- CHT block: i

29) CN1CCN(c2c(F)cc3c(=O)c(C(=O)O)cn4c3c2SCC4)CC1
- KCNQ2 inh: i
- CHT block: i

30) CN(C)CCC[C@@]1(c2ccc(F)cc2)OCc2cc(C#N)ccc21
- KCNQ2 inh: i
- CHT block: i

31) O=C(O)CCCCCCCC(=O)O
- KCNQ2 inh: i
- CHT block: i

32) CCC12CCCN3CCc4c(n(c5ccccc45)C(O)(C(=O)OC)C1)C32 (centres undefined)
- KCNQ2 inh: i
- CHT block: i

33) Nc1ncnc(Nc2ccccc2)n1
- KCNQ2 inh: i
- CHT block: i

34) O=C(c1ccccc1)c1ccc2n1CCC2C(=O)O (centres undefined)
- KCNQ2 inh: i
- CHT block: i

35) CCOC(=O)Nc1ccc2c(c1)N(C(=O)CCN1CCOCC1)c1ccccc1S2
- KCNQ2 inh: i
- CHT block: i

36) Cc1ccsc1/C=C/C1=NCCCN1C
- KCNQ2 inh: i
- CHT block: i

37) CCOc1ccc(NC(=S)N2CCC(C(O)(c3ccccc3)c3ccccc3)CC2)cc1
- KCNQ2 inh: i
- CHT block: i

38) Oc1cc2c(cc1O)C1c3ccc(O)c(O)c3OCC1(O)C2 (centres undefined)
- KCNQ2 inh: ·
- CHT block: i

39) CCCN(CCC)C(=O)C(CCC(=O)O)NC(=O)c1ccccc1 (centres undefined)
- KCNQ2 inh: i
- CHT block: i

40) CN(C)CCOC(=O)C(c1ccccc1)C1(O)CCCC1 (centres undefined)
- KCNQ2 inh: i
- CHT block: i

This is a subset; rates above refer to the full screens.
